Yeast superoxide – lowers age-related superoxide in aged yeast cells; S. cerevisiae aged cells, superoxide DHE fluorescence; hits give low values; superoxide response (% of plate mean), % at 10 µM; hit rate 0.18% among 330,000; AID 2690;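 active means superoxide response under a set limit, about three screen SD below normal, cut at about 65% in these data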;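 further: yeast aged for seven days with compound at 30 °C before DHE staining; 100% = average MFI of all compound-treated wells on the plate with controls excluded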
VLA-4 inh – inhibition in a human VLA-4 binding assay | P13612 | VLA-4 expressing cells, ligand binding flow cytometry | inhibition, % (about 7 µM as worked out from the volumes in the protocol) | hit rate 0.2% among 330,000 | AID 2557; in the data active means inhibition above about 50%
Target sequence (P13612 whole entry, looked up): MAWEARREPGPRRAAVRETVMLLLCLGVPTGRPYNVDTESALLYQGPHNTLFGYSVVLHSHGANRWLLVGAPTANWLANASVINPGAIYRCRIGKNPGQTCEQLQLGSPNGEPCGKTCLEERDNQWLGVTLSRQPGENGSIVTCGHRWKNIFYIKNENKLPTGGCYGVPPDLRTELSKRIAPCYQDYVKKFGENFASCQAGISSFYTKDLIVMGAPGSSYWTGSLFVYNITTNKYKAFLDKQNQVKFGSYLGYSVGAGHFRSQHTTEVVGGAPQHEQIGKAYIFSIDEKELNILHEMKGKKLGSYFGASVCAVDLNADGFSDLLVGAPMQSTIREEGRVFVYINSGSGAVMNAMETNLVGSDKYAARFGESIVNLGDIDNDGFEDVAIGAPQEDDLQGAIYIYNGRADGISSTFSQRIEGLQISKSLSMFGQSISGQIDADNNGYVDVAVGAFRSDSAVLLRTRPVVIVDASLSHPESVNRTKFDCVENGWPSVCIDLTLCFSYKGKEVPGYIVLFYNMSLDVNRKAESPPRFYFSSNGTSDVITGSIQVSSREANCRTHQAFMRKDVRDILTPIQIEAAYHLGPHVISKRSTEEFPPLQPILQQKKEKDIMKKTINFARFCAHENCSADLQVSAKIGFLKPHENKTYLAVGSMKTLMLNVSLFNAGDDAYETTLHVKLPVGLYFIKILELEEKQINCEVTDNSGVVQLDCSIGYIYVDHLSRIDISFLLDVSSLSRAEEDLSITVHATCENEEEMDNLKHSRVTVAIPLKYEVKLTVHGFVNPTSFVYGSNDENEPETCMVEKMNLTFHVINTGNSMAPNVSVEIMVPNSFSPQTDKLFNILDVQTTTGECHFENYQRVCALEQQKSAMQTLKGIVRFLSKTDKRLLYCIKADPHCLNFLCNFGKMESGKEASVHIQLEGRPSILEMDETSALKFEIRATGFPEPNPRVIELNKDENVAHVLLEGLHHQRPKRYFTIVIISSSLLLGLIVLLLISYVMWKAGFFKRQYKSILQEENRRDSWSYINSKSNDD
GRK2 aptamer HTS – human GRK2 inhibition via aptamer displacement; P25098; bead flow cytometry, FAM-aptamer displacement from GRK2; inhibition of aptamer binding, % at 10 µM; hit rate 0.59% among 330,000;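 active means inhibition of aptamer binding above 40%, roughly 3 SD of noise, on plates passing a quality check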;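 further: median bead fluorescence of bound FAM aptamer so fluorescent compounds give negative values; no value below 0 was filed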
The depositor's hits bear a star. Not all compounds are listed; rates above refer to the full screens.

SMILES	Yeast superoxide	VLA-4 inh	GRK2 aptamer HTS
CCn1c(P(C)(=O)O)nc2ccccc21	109.2	-6.8	1.0
Cc1ccc(N2C(=O)NC(=O)/C(=C\c3cnc(-c4ccccc4)nc3)C2=O)cc1	96.8	20.0	0.0
COc1cccc(C2CC3C(=O)C=CC2N3Cc2ccccc2)c1 (configuration not stated)	77.6	-2.6	2.0

Compound profiles (already shown). Order of screens: Yeast superoxide | VLA-4 inh | GRK2 aptamer HTS
`Cc1ccc(N2C(=O)NC(=O)/C(=C\c3cnc(-c4ccccc4)nc3)C2=O)cc1` reads 96.8 | 20.0 | 0.0
`CCn1c(P(C)(=O)O)nc2ccccc21` reads 109.2 | -6.8 | 1.0

Structures listed so far with nitrogen in an aromatic ring, in the order listed:
SMILES	Yeast superoxide	VLA-4 inh	GRK2 aptamer HTS
CCn1c(P(C)(=O)O)nc2ccccc21	109.2	-6.8	1.0
Cc1ccc(N2C(=O)NC(=O)/C(=C\c3cnc(-c4ccccc4)nc3)C2=O)cc1	96.8	20.0	0.0

Screens (PubChem BioAssay)
